GALK inhibitor: qHTS Assay for Inhibitors of Human Galactokinase (GALK); Purified GALK, Kinase-Glo residual ATP luminescence; Potency, µM (series often up to 57.5 µM), without a hit: at the top dose activity change, negative = inhibition, most hits filed as inhibitors; AID 1868, 2009; P51570; hit rate 0.007% among 270,000; also: potency is read from the fitted curve at half-maximal effect; % is scaled to controls: 0 for no effect and ±100 for the full control effect
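Galactose (100 uM) and ATP (35 uM) were turned over by 5 nM GALK for 1 h at RT. Kinase-Glo Plus then converted the remaining ATP into a luminescent signal.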
B2AR arrestin: qHTS assay of beta-arrestin-biased ligands of beta2-adrenergic receptor; Beta-2 adrenergic receptor (Homo sapiens), P07550; beta-arrestin recruitment to beta2AR, cell-based reporter; Potency, µM (titrated, usually from 46.1 µM), for inactives: at the highest dose activation, hits mostly activators; hit rate 0.02% among 330,000;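 also: potency is read from the fitted curve at half-maximal effect; 0% = DMSO controls and full agonism = EC100 isoproterenol or metaproterenol; nearly all actives have a fitted effect of over 65% in size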
Target sequence (P07550 whole entry, looked up): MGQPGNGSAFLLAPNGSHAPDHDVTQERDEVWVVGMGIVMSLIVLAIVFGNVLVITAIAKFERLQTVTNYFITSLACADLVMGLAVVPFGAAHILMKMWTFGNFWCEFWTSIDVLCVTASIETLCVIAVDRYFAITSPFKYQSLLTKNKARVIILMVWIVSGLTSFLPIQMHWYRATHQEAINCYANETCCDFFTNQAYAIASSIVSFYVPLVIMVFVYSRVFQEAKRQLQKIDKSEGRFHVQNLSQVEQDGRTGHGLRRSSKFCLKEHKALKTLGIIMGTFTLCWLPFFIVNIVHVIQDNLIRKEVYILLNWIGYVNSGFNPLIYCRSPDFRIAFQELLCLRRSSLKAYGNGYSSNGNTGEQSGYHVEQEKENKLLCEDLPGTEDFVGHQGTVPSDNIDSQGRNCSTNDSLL
Coupling enz: qHTS Assay for Inhibitors of Fructose-1,6-bisphosphate Aldolase from Giardia Lamblia: Coupling assay counterscreen; coupling enzyme system counterscreen, AmpLite Red fluorescence; AID 2472, 2010; hit rate 0.67% among 290,000; activity change, negative = inhibition, % at 58.2 µM, hits read low; in the data active = activity change below about -30%; also: % is scaled to controls: 0 for no effect and ±100 for the full control effect
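Coupling enzymes only (glyceraldehyde-3-phosphate) + compound, at 57.5 uM final, 10 min RT; add substrate/coupling/AmpLite Red mix, 20 min RT; fluorescence ex 525/em 598 nm. Actives flag coupling-system interference.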
TRPV1 ag: HTS Assay for Compounds that Act as Agonists of the Vanilloid Receptor 1; AID 540275, 2011; hit rate 0.19% among 320,000; activation, % at 8.33 µM; TRPV1-expressing cells, Fluo-8 calcium influx, agonist mode; in the data active = activation above about 80%; inconclusive = between about 30% and that limit; also: 0% is about no effect
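TRPV1-expressing cells were cultured overnight at 35.5C and loaded with Fluo-8 calcium dye for 40 to 90 min at room temperature. After a 10 s baseline, compound was added and calcium influx was read kinetically for 3 min (ex 480/em 520 nm).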
PKM2 act: qHTS Assay for Activators of Human Muscle isoform 2 Pyruvate Kinase; hit rate 0.34% among 260,000; purified PKM2, Kinase-Glo ATP luminescence, activation; response scale: 0% is enzyme alone, no compound; AID 1631, 2009; Potency, µM (top dose mostly 57.5 µM), for inactives: at the top dose activation, actives largely listed as activators; also: potency is read from the fitted curve at half-maximal effect; % is scaled to controls: 0 for no effect and ±100 for the full control effect; nearly all actives have a fitted effect of over 55% in size
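hPK-M2, >95% pure; 0.1 mM ADP / 0.5 mM PEP final; imidazole pH7.2 buffer w/ 7 mM MgCl2, 50 mM KCl; 1 h RT; Kinase-Glo lum. Intermediate enzyme activity for dual inhibitor/activator qHTS.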
hERG WT inh: qHTS for Inhibitors of KCHN2 3.1: Wildtype qHTS. U2OS, BacMam KCNH2, thallium flux FluxOr; active compounds read low. activity change, % at 1.84 µM. hit rate 0.37% among 340,000. AID 720551, 2013;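 active = maximum activity change below -70%; inconclusive = maximum activity change between -70% and -50%; inactive = maximum activity change above -50%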; also: % is scaled to controls: 0 for no effect and ±100 for the full control effect
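U2OS cells transduced with wild-type KCNH2 virus are loaded with FluxOr dye for 45 min, and thallium flux is measured in kinetic reads before and after stimulation buffer. Rate constants are normalized to DMSO controls.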
Menin MLL FP TR: qHTS Assay for Inhibitors Targeting the Menin-MLL Interaction in MLL Related Leukemias: Competition With Texas Red Labeled MLL-derived Mutant Peptide | O00255 | Menin + Texas Red MLL mutant peptide, fluorescence polarization | Potency, µM (doses to about 61.6 µM), without a hit: at the highest dose FP activity change, negative = inhibition, usual class: inhibitors | hit rate 0.23% among 270,000 | AID 1768, 2009; active = well fitted inhibition curve with a large enough effect in the polarisation, with a control signal flat, not every such curve was filed as active; inconclusive = small, poorly fitted or top-dose-only effect, or effect the other way, or a change in a side signal; inactive = no such curve, though single readings can be large or run the other way; the % refers to the polarisation; also: potency is read from the fitted curve at half-maximal effect; % of control where 0% means no effect; many of its hits are not listed in these tables
Target sequence (O00255 whole entry, looked up): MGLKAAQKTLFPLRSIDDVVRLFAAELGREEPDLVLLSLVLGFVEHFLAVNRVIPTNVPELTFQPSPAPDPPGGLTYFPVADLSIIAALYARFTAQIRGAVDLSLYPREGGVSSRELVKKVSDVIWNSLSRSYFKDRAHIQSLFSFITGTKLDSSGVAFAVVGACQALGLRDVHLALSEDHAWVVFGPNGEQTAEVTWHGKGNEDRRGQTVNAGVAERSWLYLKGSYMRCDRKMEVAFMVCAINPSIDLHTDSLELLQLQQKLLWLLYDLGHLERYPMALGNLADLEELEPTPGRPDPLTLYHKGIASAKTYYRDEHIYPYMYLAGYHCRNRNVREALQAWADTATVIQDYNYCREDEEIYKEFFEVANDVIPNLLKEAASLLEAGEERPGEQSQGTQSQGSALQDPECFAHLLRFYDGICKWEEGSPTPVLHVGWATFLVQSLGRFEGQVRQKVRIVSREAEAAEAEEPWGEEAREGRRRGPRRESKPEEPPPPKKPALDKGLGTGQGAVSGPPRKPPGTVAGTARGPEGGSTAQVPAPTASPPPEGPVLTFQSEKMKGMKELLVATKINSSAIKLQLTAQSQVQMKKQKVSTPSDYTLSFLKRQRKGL
Giardia kill: Small Molecules that selectively kill Giardia lamblia: qHTS; Giardia lamblia trophozoite viability; activity change, % at 7.66 µM, hits read low; hit rate 0.15% among 340,000; in the data active = activity change below about -80%; inconclusive = between about -30% and that limit;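 also: parasites exposed to compound for two days anaerobically before the ATP read; % is scaled to controls: 0 for no effect and ±100 for the full control effect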
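Giardia trophozoites, 100 cells per well, were exposed to compounds for 48 hrs at 37 deg C under anaerobic conditions; viability was then read as ATP content by bioluminescence after 15-30 min at room temperature.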
KCNH2 3.1 inh: qHTS for Inhibitors of KCHN2 3.1: Mutant qHTS; AID 720553, 2013; Potassium voltage-gated channel subfamily H member 2, brain isoform KCNH2 3.1 (human); hit rate 0.95% among 340,000; activity change, % (tested at about 1.8 µM); U2OS KCNH2 3.1, thallium flux FluxOr; active compounds read low;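 active = maximum activity change below -70%; inconclusive = maximum activity change from -70% to -50%; inactive = maximum activity change above -50%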;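 also: thallium influx rate constant from kinetic fluorescence after stimulation buffer; % is scaled to controls: 0 for no effect and ±100 for the full control effect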
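Channel expression came from 3.1 mutant virus (1.77 x 10^8 /mL) applied to suspended U2OS cells for 4 h. Flux was tracked with FluxOr dye plus Red40 quencher, and kinetic rate constants normalized to controls.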
MLL CXXC-DNA inh: qHTS Fluorescence Polarization Assay for Inhibitors of MLL CXXC domain - DNA interaction | Potency, µM (top dose mostly 115 µM), inactives show top-dose activity change, negative = inhibition, hits mostly inhibitors | Histone-lysine N-methyltransferase 2A (Homo sapiens), Q03164 | AID 2662, 2010 | hit rate 0.037% among 290,000 | MLL-CXXC / FITC-HOXA9 DNA fluorescence polarization; active = well fitted inhibition curve with a large enough effect in the polarisation, with a control signal flat, not every such curve was filed as active; inconclusive = small, poorly fitted or top-dose-only effect, or effect the other way, or a change in a side signal; inactive = no such curve, though single readings can be large or run the other way; the % refers to the polarisation; also: potency is read from the fitted curve at half-maximal effect
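Fluorescence polarization: 7 uM MLL-CXXC (stock) preincubated 5 min with compounds, then 50 nM fluorescein-HOX-A9 DNA (stock) added; 30 min ambient. Buffer 50 mM Tris-HCl pH 7.5, 50 mM NaCl, 1 mM DTT, 0.05% BSA.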
USP2a block: qHTS Assay for Inhibitors of Ubiquitin-specific Protease USP2a Using CHOP2 as the Reporter; Ubiquitin carboxyl-terminal hydrolase 2 (Homo sapiens), O75604; USP2 core, Ub-CHOP2 coupled fluorogenic reporter, 485/531; Potency, µM (highest dose often 38.3 µM), for the others: top-dose activity change, negative = inhibition, actives largely listed as inhibitors; hit rate 0.01% among 330,000; AID 463254, 2010;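 also: potency is read from the fitted curve at half-maximal effect; plate controls were DMSO wells for no effect and full inhibition by NEM control for full effect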
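USP2 core (10nM final) preincubated 30min RT with compound in 20mM Tris-HCl pH 8.0, 2mM CaCl2, 2mM beta-mercaptoethanol, 0.05% CHAPS; 25nM Ub-CHOP2 plus 25nM reporter substrate added, fluorescence (Ex485/Em531) read after 60min.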
* = called active by the depositor; ? = inconclusive; . = not tested or not shown; [ ] = another dose, or the depositor's remark. Unless noted, calls follow the shape of the dose curve; as a rule, active = well fitted curve in the direction sought with a large enough effect; inconclusive = small, poorly fitted or top-dose-only effect, or another doubt; inactive = no such curve, though single readings can be large; an effect the other way counts as inactive or inconclusive. The list is partial. The share of hits here may be higher or lower than overall.

SMILES | GALK inhibitor | B2AR arrestin | Coupling enz | TRPV1 ag | PKM2 act | hERG WT inh | Menin MLL FP TR | Giardia kill | KCNH2 3.1 inh | MLL CXXC-DNA inh | USP2a block
CCCN1CNC(=S)N(c2ccc(C)cc2C)C1 | 1% | 0.6% | 1 | 0 | -1% | 0 | . | 3 | 11 | -1% | 8%
CCn1c(SCC(=O)N2CCCCC2)nnc1-c1ccc(S(=O)(=O)N2CCN(C)CC2)cc1 | 0% | 0.1% | 3 | 1 | 0% | 0 | 16% | -11 | 8 | -2% | -1%
COc1ccc(N2C3=[N+](CCCC3)CC2(C)O)cc1 (stereo unspecified) | -3% | 0.1% | -5 | -2 | -1% | ? | 7% | 8 | -7 | 5% | 1%
O=C(c1cccc(S(=O)(=O)N2CCCCC2)c1)N1CCOCC1 | 5% | 0.1% | 4 | -1 | -3% | 5 | 1% | 5 | 12 | 2% | 0%
CC1=NN(c2ccccc2)C(=O)/C1=C\C=C\c1ccccc1 | -3% | -1.1% | 2 | . | -1% | -2 | . | -15 | -1 | ? | -2%
Cc1ccc(-c2c(C#N)c(N)n(-c3ccccc3)c(=O)c2C#N)cc1 | . | -0.1% | 1 | 0 | -2% | -14 | 11% | 8 | -8 | 5% | 3%
COc1ccccc1CNS(=O)(=O)c1ccc(N2CCCC2)cc1Br | . | -0.2% | . | . | . | 2 | . | 4 | -2 | . | -1%
COc1ccccc1/C=C/C=N/n1c(-c2ccccc2)n[nH]c1=S | 1% | -0.5% | 2 | . | 7% | -4 | . | 3 | 24 | -2% | -11%
CCOC(=O)C1Cn2c(nc3c(c2=O)C2(CCCC2)Cc2ccccc2-3)S1 (stereo unspecified) | 2% | 0.3% | 1 | 8 | 5% | 0 | 5% | 3 | 6 | 2% | 0%
CCCCn1nnnc1NCc1ccc(C)cc1 | -1% | -1.0% | 3 | 6 | -15% | 9 | ? | 17 | -2 | -23% | 1%
CCCC(=O)Nc1ccc(NCc2ccc(C)s2)cc1 | 4% | 0.3% | 4 | 2 | -1% | 6 | 12% | -24 | -39 | 7% | 0%
Cc1nnc(SCc2ccccc2)[nH]c1=O | 0% | 0.3% | 10 | 0 | -1% | 10 | -26% | -1 | 5 | -9% | -1%
COC(=O)C1=C(N)Oc2cc(C)n(Cc3cccnc3)c(=O)c2C1c1cccc(OC)c1OC (stereo unspecified) | -1% | -0.6% | 0 | -1 | 5% | 0 | -1% | -2 | -8 | -1% | 4%
O=C(O)C1=C[C@@H](c2ccc(F)cc2)C[C@@H](OCCCCO)O1 | -1% | -1.0% | 3 | 5 | -1% | -4 | . | 38[activator] | 6 | -11% | -1%
CC(C)c1ccc(N(C(=O)CNC(=O)c2ccco2)C(C(=O)NC2CCCC2)c2cccnc2)cc1 (stereo unspecified) | 16% | -0.2% | 1 | 2 | 0% | -7 | -20% | 23 | -32 | 6% | 3%
COc1ccc(-c2cc(C(=O)N3CCCCCC3)c3ccccc3n2)cc1 | . | 0.2% | . | -2 | . | -4 | . | 3 | 24 | . | 1%
N#CCN1C(=S)N=C(Nc2cccc(Cl)c2)C12CCCCC2 | -3% | -0.5% | 0 | -3 | 7% | -3 | ? | -14 | -9 | 5% | 1%
CCN(CCNC(=O)C1CCN(S(=O)(=O)c2cccc3cccnc23)CC1)c1ccccc1 | 1% | -0.1% | 1 | -5 | -10% | -11 | 0% | -25 | -6 | -6% | 1%
COC(=O)c1cccc2c1-c1ccccc1/C2=N/O | -5% | -0.7% | 0 | 17 | -11% | -6 | ? | -16 | 13 | 3% | -5%
CCC1C(=O)NCCN1C(=O)c1ccc(OC)c(OC2CCN(C(C)=O)CC2)c1 (stereo unspecified) | 4% | -0.3% | . | -1 | -1% | 18 | . | -17 | 6 | -4% | 3%
COc1cc(NC(=O)COC(=O)Cc2ccsc2)cc(OC)c1 | . | 0.1% | . | 2 | . | -7 | . | 7 | 3 | . | 0%
Cn1ccnc1SCC(=O)Nc1ccc2c(c1)OC(F)(F)O2 | -5% | -0.6% | 7 | -1 | -2% | . | 23% | . | . | -13% | -1%
O=C(NCc1ccccc1)N1CCN(c2ccccc2F)CC1 | 0% | -0.3% | -1 | ? | 2% | -3 | -14% | -8 | -1 | 12% | 1%
O=C(Cn1nc(CNc2ccc(Cl)cc2)[n+]2c1CCCCC2)c1ccccc1 | 0% | 0.2% | 2 | 0 | 12% | 1 | -11% | 10 | -3 | 1% | 0%
COC(=O)c1ccc(NC(=O)CN2C(=O)NC3(CCC(C)CC3)C2=O)cc1 (stereo unspecified) | . | 0.1% | . | . | . | 1 | . | 8 | 13 | . | 4%
CCC1C(C#N)=C(SC)NC2=C1C(=O)CC(C)(C)C2 (stereo unspecified) | 0% | 0.0% | 1 | 1 | 2% | -2 | -1% | 5 | -16 | -1% | 2%
COC1CCN(C(=O)C2CCC(=O)N(C3CCCCCC3)C2)CC1 (stereo unspecified) | 3% | -0.1% | . | 2 | . | -6 | . | 3 | 10 | 37%[activator] | 1%
CC1CCCCN1CCn1c(=S)[nH]c2ncccc2c1=O (stereo unspecified) | 1% | -0.5% | 0 | 0 | -1% | 2 | -5% | -6 | 17 | 5% | 5%
O=C(CN1C(=O)C2C3CC(C(Br)C3Br)C2C1=O)N1CCOCC1 (stereo unspecified) | . | -0.4% | 2 | 2 | -5% | 0 | 0% | -9 | -7 | 3% | 4%
Cc1ccc(C(=O)Nc2cccc(NC(=O)c3ccc(C)c([N+](=O)[O-])c3)n2)cc1[N+](=O)[O-] | 1% | 0.0% | -1 | 3 | . | 14 | ? | 7 | 2 | 4% | -2%
NC(=O)c1ccc(NC(=O)COC(=O)c2c[nH]c3ccccc23)cc1 | . | -0.3% | . | 0 | . | -7 | . | 21 | 3 | . | 0%
CC(=O)NC(C)c1ccc(Cl)c(Cl)c1 (stereo unspecified) | 3% | -0.8% | -1 | . | 0% | -10 | 9%[11.7 µM] | -8 | 9 | -6% | 3%
COC(=O)CCC(=O)NC(=S)Nc1ccc(S(=O)(=O)Nc2cc(OC)nc(OC)n2)cc1 | . | -0.2% | 4 | -3 | 1% | -12 | 1% | 3 | 2 | -9% | 1%
Cc1ccc(C2=N/C(=C\N3CCCCC3)C(=O)O2)cc1 | 0% | -0.9% | -1 | 2 | -18% | -17 | 1% | -8 | 1 | 1% | -7%
COc1ccc(N=c2oc3cc(O)ccc3cc2C(=O)Nc2ccccn2)cc1OC | 10% | 0.4% | -1 | -1 | 11% | 6 | ? | -15 | 19 | -1% | 1%
O=C(Nc1ccc(F)cc1)OCCOc1ccc(Br)cc1 | 4% | -0.2% | -3 | ? | -12% | -5 | ? | 5 | 21 | 0% | 1%
COc1ccc(N(C(=O)COc2ccccc2)C2C=CS(=O)(=O)C2)cc1 (stereo unspecified) | 0% | 0.3% | 4 | -16 | 3% | -3 | 12% | 25 | -17 | 3% | 1%
COc1ccccc1N(CC(=O)N1CCc2ccccc2C1)S(C)(=O)=O | 2% | 0.1% | 1 | 1 | 0% | -2 | -9% | 16 | 18 | 6% | -1%
O=C1CCC(C(=O)OCC(=O)Nc2ccc(Cl)cc2C(F)(F)F)=NN1 | . | -0.1% | . | . | . | 4 | . | 26 | 2 | . | 4%
CCc1ccc(S(=O)(=O)Nc2ccc(-c3ccc4nncn4n3)cc2)s1 | . | 0.0% | . | 8 | . | -3 | . | 11 | 9 | . | 1%
COC(=O)c1sc2cc(C(F)(F)F)cnc2c1-c1ccccn1 | 10% | 2.9% | 1 | -1 | 0% | 6 | 8% | -6 | 10 | -6% | 1%
